# GalR3 antag: human GalR3 antagonism. inhibition, % at 3 µM. 360,000 tested, 0.44% active. HEK293 GalR3-CNG cAMP membrane potential fluorescence; galR3 body fused to GalR1 C-terminus. AID 651719. O60755;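 active = inhibition above the screen-wide average plus 3 SD, cut at about 13% in these data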;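 also: forskolin and galanin both at EC90 stimulate the cells; cAMP rise reported by CNG channel membrane potential dye signal; 0% = forskolin plus galanin with DMSO and 100% = forskolin alone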
# Target sequence (O60755 1-299 limits assumed): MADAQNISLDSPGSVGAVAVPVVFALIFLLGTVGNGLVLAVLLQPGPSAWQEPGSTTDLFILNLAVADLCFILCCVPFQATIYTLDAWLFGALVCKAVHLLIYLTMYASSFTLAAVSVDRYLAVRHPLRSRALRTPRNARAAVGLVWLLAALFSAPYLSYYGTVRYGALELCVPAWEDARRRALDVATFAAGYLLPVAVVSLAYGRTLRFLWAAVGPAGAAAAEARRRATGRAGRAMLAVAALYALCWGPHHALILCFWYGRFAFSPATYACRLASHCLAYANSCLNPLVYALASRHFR
# Numbers without * were called inactive.
GalR3 antag	SMILES
-8	CC(=O)OC[C@@H]1CN(Cc2ccccc2)C[C@H](n2ccc3c(N)ncnc32)O1
-5	CC(C)(C)NC(=O)C1(C)CCC(=O)N1CC(F)(F)F (centres undefined)
-6	COCCNc1nc(Oc2ccc(NC(C)=O)cc2)c2sc(-c3ccccc3)cc2n1
-1	COc1ccc(OC)c(NC(=O)C2(C)CCN2C(=O)Cc2ccccc2)c1 (centres undefined)
-6	O=S1(=O)N[C@H](Cc2ccccc2)COc2cccc(N3CCCCC3)c21
-6	O=C(Nc1ccccc1)c1cc(C2CCCN(C(=O)C3CC3)C2)on1 (centres undefined)
-6	Clc1cccc(-c2ccc3nccn3c2)c1Cl
-4	CC(=O)Nc1ccc(-c2ccnc3c2CC(C)(C(=O)NCCc2ccccc2)O3)cc1 (centres undefined)
-1	Cc1cccc(S(=O)(=O)N2C[C@@H](O)COC[C@@H]3O[C@H](CC(=O)NCCCN4CCOCC4)CC[C@H]32)c1
-5	CCOc1ccc(CCN2C(=S)N([C@@H](CC(C)C)CN3CCC[C@@H]3CN3C(=S)NC[C@@H]3Cc3ccc(O)cc3)C[C@@H]2Cc2ccc(O)cc2)cc1
-3	CCOC(=O)C1CCCN(C(=O)c2ccc(SC(F)(F)F)cc2)CC1 (centres undefined)
-7	COC(=O)c1ccc2nc(-c3ccco3)c(Cc3cccc(F)c3)n2c1
-6	COc1ccc(-c2cc(NC=O)c3ncc(-c4cccc(C(F)(F)F)c4)n3c2)c(OC)c1
0	O=C(Nc1ccc(N2CCOCC2)cc1)c1csc(COCCO)n1
-2	O=[N+]([O-])c1ccccc1S(=O)c1ccccc1[N+](=O)[O-]
-6	O=C(c1cccc(Cl)c1)N1CCC(=O)N([C@H](COCc2cccc(Cl)c2)Cc2ccccc2)CC1
-5	Cn1c(NCc2cccnc2)nc2cc(-c3ccc(F)cc3)sc2c1=O
-7	COC(=O)C[C@@H]1C=C[C@H](NC(=O)c2cnccn2)[C@@H](CO)O1
-4	CCOC(=O)N1CCN(C(=O)C[C@@H]2C[C@@]3(C(=O)OC)CCCCC=C3N(Cc3ccccc3)C2=O)CC1
-5	CCOC(=O)[C@]12CCC=C1N(Cc1ccc(Cl)cc1Cl)C(=O)[C@H](CC(=O)NCCc1ccccc1OC)C2
-7	CC[C@@H]1Cc2[nH][nH]c(=O)c2[C@@H](c2ccc(F)cc2)O1
-6	CCNC(=O)C1(C)CCCN(C(=O)c2cc3ccccc3s2)C1 (centres undefined)
-6	CO[C@H]1CN(C)C(=O)c2cc(NC(=O)c3cc(C)on3)ccc2OC[C@@H](C)N(C(=O)C2CC2)C[C@H]1C
-6	O=C(NCCc1ccccc1)C1Cc2c(-c3ccccc3)ccnc2O1 (centres undefined)
-1	Cc1ccccc1-c1csc(C(O)c2cccc(Cl)c2)n1 (centres undefined)
-11	CC(=O)c1cccc(-c2cnc3c(NC=O)cc(-c4ccccc4Oc4ccccc4)cn23)c1
-4	COc1cccc(Cn2cnc(-c3ccccc3OC)c2-c2cccnc2)c1
-5	CCNC(=O)Nc1ccc2c(c1)c(=O)n(C)n2Cc1ccc(Cl)cc1
-5	Cc1cc2c(nc1C)CCCN2S(=O)(=O)c1ccc(C#N)cc1
-8	COc1cccc(C(C(=O)NCc2ccccc2)N2CCN(c3ccccc3F)CC2)c1OC (centres undefined)
4	C[C@H]1COc2cccc(N3CCN(Cc4ccccc4F)CC3)c2S(=O)(=O)N1
-7	CC(=O)Nc1cc(-c2ccccc2F)cn2c(-c3ccccc3)cnc12
-8	CCc1nc2c(OCc3ccccc3)cccn2c1N(C)C(=O)COc1ccccc1
-6	COc1ccc(NC(=O)Nc2ccc3c(c2)C(=O)N([C@H](C)CO)C[C@H](C)[C@H](CN(C)C)OCCCC[C@@H](C)O3)cc1
-5	O=C(C(=O)N1CCC(CNS(=O)(=O)c2ccccc2)CC1)c1cc2ccccc2o1
-7	OC(c1ccc(Cl)c(F)c1)c1ncc(-c2ccc(Cl)cc2)[nH]1 (centres undefined)
-3	c1ccc2c(C(c3nnnn3-c3ccc4c(c3)OCCO4)N3CCCC3)ccnc2c1 (centres undefined)
-4	CCOC(=O)C1(C)CCCCCN1C(=O)c1ccc(OC)cc1 (centres undefined)
-8	COc1ccc(-c2noc(-c3csc([C@@H]4C[C@H](O)[C@@H](CO)O4)n3)n2)cc1OC
-5	COC(=O)[C@]12CCCCC=C1N(Cc1cccc3ccccc13)C(=O)[C@H](CC(=O)NCc1cccc3ccccc13)C2
-4	CCCCNC(=O)C[C@@H]1C[C@@]2(C(=O)OCC)CCCC=C2N(Cc2ccco2)C1=O
-5	Cc1ccccc1CN1C(=O)CN(S(C)(=O)=O)CC1(C)C(=O)Nc1c(C)cccc1C (centres undefined)
-2	Oc1cccc(CN2CCN(c3ncc(Cc4ccccc4)cn3)CC2)c1
-2	Oc1ccc(C[C@@H](CN2CCCC2CN2C(=S)NC[C@@H]2Cc2ccccc2)N2C[C@H](Cc3ccccc3)N(CC3CCCCC3)C2=S)cc1 (some centres undefined)
-5	C#CCNc1cccc2c1S(=O)(=O)N[C@H](C)CO2
-9	C[C@@H]1ON(C)[C@H]2C[C@H]3c4[nH]c5cccc(-c6ccccc6)c5c4CCN3C[C@@H]12
-8	COc1cc(Nc2ccn3nc(-c4ccc(F)cc4)cc3n2)cc(OC)c1OC
-8	O=C(Nc1ccc2c(c1)OCO2)C1Cc2c(-c3ccc4c(c3)OCO4)ccnc2O1 (centres undefined)
-9	COc1ccc(C2CC(=O)C(c3cccc(F)c3)=CN2Cc2ccccc2)cc1 (centres undefined)
-2	CC(C)[C@@H](C)/C=C/[C@@H](C)[C@H]1CC[C@@H]2[C@]1(C)CCC1[C@]23C=C[C@]2(C[C@@H](O)CC[C@]12C)N(C(=O)Cc1ccccc1)O3 (some centres undefined)
-8	CCOC(=O)C1=CCN(S(=O)(=O)c2ccccc2C)C1c1cccc(Br)c1 (centres undefined)
-7	Cc1cccc(C(O)c2ncc(-c3ccc(Cl)cc3)[nH]2)c1C (centres undefined)
-8	CC(=O)Nc1ccc(-c2ccnc3c2CC(C(=O)NCCC(F)(F)F)O3)cc1 (centres undefined)
1	CC1=C(C(=O)N(C(C)C)C(C)C)CC(CC(=O)NCc2cccc3ccccc23)C(=O)N1CCCN1CCCC1=O (centres undefined)
-6	CC(C)NC(=O)C1(C)CCN1C(=O)C1(c2ccccc2)CC1 (centres undefined)
-1	COCCNC(=O)c1cc2c(c(-c3cccc(-c4cc5ccccc5o4)c3)n1)[C@H](CCO)N(S(=O)C(C)(C)C)C2 (some centres undefined)
-5	COc1ccc(CN2C(=O)C(CC(=O)NC3CC3)CC(C(=O)N3CCOCC3)=C2C)cc1 (centres undefined)
-4	C[C@H]1CN([C@@H](C)CO)C(=O)CCCn2nncc2CO[C@@H]1CN(C)CC1CC1
-4	O=S1(=O)CCSC[C@@H](CN2CCN(c3ccccc3)CC2)N1
-7	O=C(N[C@H](C(=O)N1CCC[C@H]1C(=O)NC1CCCC1)c1ccccc1)C1CC1

# More entries.
GalR3 antag	SMILES
-6	COc1ccc(S(=O)(=O)NC(=O)C2(C)CCN2C(=O)Cc2ccc(C(C)(C)C)cc2)cc1 (centres undefined)
-10	O=C(NC(c1ccc(Cl)cc1)c1ccccn1)C1CCN(CCOc2ccc(Cl)cc2Cl)CC1 (centres undefined)
-4	Cc1ccc(CN2CC(N3CCCCC3)CS2(=O)=O)cc1 (centres undefined)
-7	COCc1cccc(-c2csc(C(O)c3ccc(F)cc3)n2)c1 (centres undefined)
-5	Cc1cc(N=O)c(C)cc1O
-5	Cc1cc(Cl)ccc1C(O)c1ncc(-c2ccc3ccccc3c2)[nH]1 (centres undefined)
-5	Cc1ccc(C(=O)N2CCC2(C)C(=O)NC(C)C)cc1 (centres undefined)
-6	Cc1nc(NC(=O)C(C)(C)C)sc1-c1nc(N)sc1-n1cc(-c2ccccc2)nn1
-7	CCCNC(=O)C1(C)CCCN(C(=O)c2cccc(C(F)(F)F)c2)C1 (centres undefined)
-6	COC(=O)C1CCN(C2CN(C3CCCCC3)S(=O)(=O)C2)CC1 (centres undefined)
-4	COc1cccc(C(C)(O)c2nc(-c3cccs3)cs2)c1 (centres undefined)
-2	CN(Cc1ccco1)C(=O)CC[C@H]1O[C@@H](n2ccc(=O)[nH]c2=O)[C@H](O)[C@@H]1O
-3	COc1ccc(CN2CCC(C)(Oc3cccc(F)c3)C2)c2ccccc12 (centres undefined)
-6	O=c1n2c(c(O)n1C1CCCCC1)C(c1ccccc1)=Nc1ccccc1C2
-3	O=C(NCc1ccc(F)cc1)c1cc(C2CCCN(C(=O)CCCc3ccccc3)C2)on1 (centres undefined)
-7	Cc1cc(NC(=O)Cc2cn(C)c3ccccc23)ccc1Oc1cccnc1
-6	COc1ccc(C(C)(NC(C)=O)c2nc(-c3ccccc3OC)cs2)cc1 (centres undefined)
0	CNc1cncc(-c2ccc(C)cc2)n1
-4	C[C@H]1COc2cc(N3CCC[C@H]3CO)ccc2S(=O)(=O)N1
0	COCc1cc(N2CCN(C(=O)OC(C)(C)C)C[C@@H]2C)ccc1N1CCN(Cc2ccccc2)[C@H](C)C1
-8	COCCOC(=O)N1CCCCC1c1cc(C(=O)Nc2cccc3c2CCCC3)no1 (centres undefined)
-6	Fc1ccc(-c2nc3ccc(Cl)cn3c2Cc2ccsc2)cc1
-9	OC(c1ccccc1)(c1nc(-c2ccc3ccccc3c2)cs1)C(F)(F)F (centres undefined)
-5	COCCCn1cc(CN2CC(N3CCN(Cc4cccc(C)c4)CC3)CS2(=O)=O)nn1 (centres undefined)
-6	Cc1[nH]nc2c1C(c1ccc(Br)cc1)N(c1ccccc1)C2=O (centres undefined)
6	Cn1cc(-c2csc(C(O)c3ccc(F)cc3)n2)cn1 (centres undefined)
-7	Clc1ccc2nc(-c3ccccc3)c(CC3CCCCC3)n2c1
-5	C[C@H](CO)N1C[C@H](C)[C@@H](CN(C)C(=O)Nc2ccc(C(C)(C)C)cc2)OCc2cn(nn2)CCCC1=O
-7	CCCCOCCCNC(=O)C[C@@H]1C[C@@]2(C(=O)OCC)CCC=C2N(Cc2ccc(Cl)cc2Cl)C1=O
-6	CCCCNC(=O)C[C@@H]1C[C@@]2(C(=O)OCC)CCC=C2N(Cc2ccccc2)C1=O
-7	CCCCc1c(-c2ccccc2OC)ncn1Cc1ccc(C(C)(C)C)cc1
-5	CCc1ccc(C(O)c2ncc(-c3ccc(Cl)cc3)[nH]2)cc1 (centres undefined)
-3	NC(CCc1ccccc1)c1csc(NC(=O)Nc2ccccc2Oc2ccccc2)n1 (centres undefined)
-6	Cc1ccccc1C(=O)NCCN1CCC(n2c(=O)[nH]c3ccccc32)CC1
-5	CCc1nc2ccc(C(=O)Nc3ccc(NC(C)=O)cc3)cn2c1N(C)CCCc1ccccc1
-7	N#Cc1cccc(NC(=O)c2cc(C3CCCCN3C(=O)c3ccccn3)on2)c1 (centres undefined)
-4	COc1ccccc1CNc1nc(Nc2ccccc2-n2cccn2)c2sccc2n1
-4	CCCNC(=O)C1(C)CCCN(C(=O)c2ccc3ccccc3c2)C1 (centres undefined)
-6	CC(=O)Nc1ccc(S(=O)(=O)NCC2CCN(C(=O)C(=O)c3cccs3)CC2)cc1
-7	CCOC(=O)[C@]12CCCC=C1N(Cc1ccccc1)C(=O)[C@H](CC(=O)NCCCCc1ccccc1)C2
-8	CC(C)C[C@H]1CN([C@@H](Cc2ccccc2)CN2CCC[C@H]2CN2C(=O)C(=O)NC[C@@H]2Cc2ccc(O)cc2)C(=O)C(=O)N1CC1CCCCCC1
-6	C=CCO[C@H]1CN(C(=O)OC)[C@@H](c2ccccc2Br)C[C@H]1OCC=C
-9	Cc1cccc(C)c1NC(=O)C(C1CC1)n1c(=O)c(-c2ccccc2)nc2ccccc21 (centres undefined)
-2	Cc1cc(O)ccc1Nc1cc(-c2cccc(N(C)C)c2)ncn1
-3	O=S(=O)(Nc1ccc(O)c2ncccc12)c1ccccc1F
-6	CC(C)C[C@@H]1COc2cccc(N3CCCC3)c2S(=O)(=O)N1
-3	CC(=O)Nc1cccc(-c2nc3ccccc3n2C(C)C(=O)NC(C)(C)C)c1 (centres undefined)
-7	CCc1nc2c(OCc3ccccc3)cccn2c1N(C)C(=O)c1ccco1
-6	CC(C)CC(=O)c1c(O)cc(O)c2c1OC1=C(C(=O)C(C)(C)C(=O)C1(C)C)C2CC(C)C (centres undefined)

# Source: PubChem

# A portion of the library. The share of hits here may be higher or lower than overall.
